Bioassay records (PubChem)
GPR55 beta-arrestin – selective activators of receptor GPR55 – imaging, U2OS cells, beta-arrestin-GFP redistribution, primary screen (AID 1961) | U2OS GPR55 beta-arrestin-GFP redistribution imaging; higher % means a stronger effect | activation, % at 10 µM, or EC50 in µM where a hit was titrated | 290,000 tested, 0.048% active;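 active = activation above 40% with more than 50 cells counted in the well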;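 note: U2OS osteosarcoma cells stably expressing GPR55 and beta-arrestin-GFP; plate controls were DMSO negative control for no effect and LPI positive control for full effect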
KOR beta-arrestin-1 – KOR antagonists, beta-arrestin recruitment, cell-based, luminescence, uHTS (AID 1778); KOR beta-arrestin recruitment, luminescence, antagonist mode; higher % means a stronger effect; inhibition, % at 10 µM, or IC50 in µM where a hit was titrated; 290,000 tested, 0.091% active; note: strong numbers were not always called active
T cell modulator – T cell immune modulators affecting CD8 T cell-vesicle binding. 2C CD8+ T cell-vesicle binding, flow cytometry; hits give low values. calls only at 7 µM. 330,000 tested, 0.068% active;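 active = response, share of CD8 T cells binding vesicles, and their 90th percentile fluorescence all below set limits, cut at about 80% in these data, passing the limit was not always enough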
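Read-out – percent CD8+ FL2 mean versus row control · System – murine 2C transgenic CD8+ T lymphocytes · Times – 1.5 h cell–vesicle binding at 37 °C, then 20 min icy labelling · Control set – naked vesicles low, QL9 vesicles with vehicle high · Detection – cytometric PE anti-B7-1 and Alexa647 anti-CD8 signals after 1% paraformaldehyde fixation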
KOR beta-arrestin-2 – kappa opioid receptor activators – cell-based, luminescence, uHTS, primary screen (AID 1777) | 280,000 tested, 0.02% active | activation, % at 10 µM; hits with a dose series show EC50 in µM | KOR beta-arrestin recruitment, luminescence; higher % means a stronger effect; in the data active = activation above about 50%, passing the limit was not always enough; note: a part of the inactive calls stands beside numbers as strong as those of hits
NOD1 NF-kB reporter – NOD1 signaling inhibitors, primary screen, cell-based, luminescence, uHTS (AID 1578). NOD1-driven NF-kB luciferase reporter cells, luminescence; higher % means a stronger effect. one-dose inhibition, % at 4 µM; EC50 in µM for titrated hits. 290,000 tested, 1% active; in the data active = inhibition mostly above about 36%, no sharp cut-off; inactive = mostly below about 34%;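 note: HEK-293T reporter cells stimulated with the NOD1 agonist gamma-tri-DAP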
Myeloid diff 2 – myeloid differentiation induction | ER-HoxA9 myeloid progenitors, lysozyme-GFP differentiation, flow cytometry | calls only at 10 µM | 360,000 tested, 1% active | AID 624256;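 active = normalized GFP-positive differentiation at or above the plate's own cutoff, the solvent-only control mean plus 3 SD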;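 note: cells exposed to compound for four days before flow analysis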
HEK293 NOD2/NF-kB – inhibition of NOD2-driven NF-kB reporter – cell-based, luminescence, uHTS, HEK293 (AID 1566); HEK293 NOD2/NF-kB luciferase reporter, luminescence; higher % means a stronger effect; inhibition, % at 4 µM, or EC50 in µM where a hit was titrated; 290,000 tested, 0.63% active; note: many of its hits are not listed in these tables
NTR1 ag – agonists of NTR1, primary screen, imaging, U2OS cells, beta-arrestin-GFP, high content (AID 493036) | P30989 | NTR1-U2OS beta-arrestin-GFP spot imaging, agonist mode | activation, % at 20 µM | 330,000 tested, 0.17% active;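 active = activation at or above 40% of the spot to cytoplasm intensity ratio, with at least 20 cells analyzed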;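 note: 0% = DMSO without peptide and 100% = 100 nM NTR1 peptide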
Target sequence (P30989 whole entry, looked up): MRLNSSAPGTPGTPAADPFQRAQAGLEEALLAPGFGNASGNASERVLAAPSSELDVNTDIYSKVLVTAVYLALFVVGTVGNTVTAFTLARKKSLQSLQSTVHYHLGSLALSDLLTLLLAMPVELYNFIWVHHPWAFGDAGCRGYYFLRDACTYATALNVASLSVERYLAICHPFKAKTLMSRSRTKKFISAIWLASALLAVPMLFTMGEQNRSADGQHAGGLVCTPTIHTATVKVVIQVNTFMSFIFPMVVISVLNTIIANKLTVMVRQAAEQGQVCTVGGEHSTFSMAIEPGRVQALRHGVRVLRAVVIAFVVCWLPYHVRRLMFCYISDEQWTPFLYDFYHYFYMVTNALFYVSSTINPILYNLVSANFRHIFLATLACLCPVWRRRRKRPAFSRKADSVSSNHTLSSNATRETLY
GPR55 LPI antagonism – GPR55 antagonists blocking LPI-driven arrestin recruitment, primary screen, imaging, U2OS, beta-arrestin-GFP, LPI agonist (AID 2013). inhibition, % at 10 µM; hits with a dose series show IC50 in µM. 290,000 tested, 0.13% active. U2OS GPR55 beta-arrestin-GFP translocation imaging, LPI antagonism; higher % means a stronger effect;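 active = spots per cell inhibited over 60%, with over 100 cells counted and total cytoplasm intensity under 500,000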;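 note: U2OS cells stably carrying GPR55 and arrestin-GFP stimulated by 5 µM LPI near EC80; imaged beta-arrestin-GFP aggregate spots per cell after agonist stimulation; plate controls were LPI-stimulated DMSO wells for no effect and DMSO wells without LPI for full effect; some results filed as inactive read as strong as hits; confirmed hits need IC50 under 10 µM and bright autofluorescent wells are also inconclusive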
T cell modulator vesicle-bound % – also measured in T cell modulator; calls as there; double positive events, %; measured here: CD8+ vesicle-bound cell fraction;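 binding gate set so that unloaded-vesicle control wells show 10% double positive cells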
NTR1 ag cell count 20 µM – second read-out of NTR1 ag, no call of its own (marks repeat the call); cell count; measured here: cell count, cytotoxicity flag
Myeloid diff 2 GFP+ MAC1+ % – second read-out of Myeloid diff 2, no call of its own (marks repeat the call); GFP+ MAC1+ double positive, %; measured here: differentiation confirmed by MAC1 staining
The depositor's hits bear a star; i = inactive; / = not tested or not shown; [ ] = remark or other dose. Cut-off read from the data, not from the text of the source, unless noted: active = inhibition above about 50%; inactive = the rest. These rows are one share of the data; rates above refer to the full screens.

SMILES | GPR55 beta-arrestin | KOR beta-arrestin-1 | T cell modulator | T cell modulator vesicle-bound % | KOR beta-arrestin-2 | NOD1 NF-kB reporter | Myeloid diff 2 | Myeloid diff 2 GFP+ MAC1+ % | HEK293 NOD2/NF-kB | NTR1 ag | NTR1 ag cell count 20 µM | GPR55 LPI antagonism
CN(C)CCCNC(=S)Nc1ccc(Oc2ccccc2)cc1 | 0.6% | -1% | i | 20 | -4.7% | -16% | i | 0.3 | 27% | -2.1 | 45 | -1%
Brc1ccc(CN2CCSCC2)cc1 | 0.1% | 7% | i | 21 | -10% | -6% | i | 5.8 | 9% | -0.2 | 47 | -5%
Cc1noc(C)c1S(=O)(=O)N1CCC(C(=O)N(C)Cc2ccccc2)CC1 | -0.1% | -3% | i | 34 | -3.3% | -7% | i | 1.7 | 17% | -2.9 | 88 | -1%
COc1cc(S(=O)(=O)N2CCCN(C)CC2)ccc1NC(C)=O | -0.2% | -30% | i | 46 | -1.1% | 20% | i | 2.5 | 20% | -1.3 | 54 | 4%
O=C(CSc1nc2[nH]ncc2c(=O)[nH]1)NCc1ccccc1Cl | -0.2% | -12% | i | 11 | -0.6% | -17% | i | 1.7 | 20% | 0.4 | 66 | 14%
Cn1cnnc1-c1cccc(NS(=O)(=O)c2ccc(N3CCCC3=O)cc2)c1 | -0.3% | 15% | i | 20 | 11% | -23% | i | 4.8 | 11% | 0.3 | 40 | 7%
CC1(C(=O)NCCOc2ccccc2Cl)CC1(Cl)Cl (configuration not stated) | -0.1% | 6% | i | 55 | -1.3% | -19% | i | 0.7 | -8% | -0.8 | 43 | -10%
CCOc1ccc(-n2c(SCC(=O)Nc3cc(C)on3)nc3c([nH]c4ccccc43)c2=O)cc1 | -0.1% | -39% | i | 51 | -1.2% | 24% | i | 2.0 | 18% | 1.7 | 65 | -2%
O=C(NC1CCSc2ccccc21)c1cccc([N+](=O)[O-])c1 (configuration not stated) | 0.3% | -24% | i | 13 | 0.1% | -32% | i | 1.7 | -8% | -0.2 | 80 | 50%
CC1(C)NC(=O)N(CC(O)COc2ccc(-c3ccc(C#N)cc3)cc2)C1=O (configuration not stated) | 0.3% | 9% | i | 13 | 4.9% | 10% | i | 1.2 | 8% | 1.6 | 84 | 2%
Cc1[nH]n(-c2ccccc2)c(=O)c1C=NCc1ccco1 | -0.1% | 1%[20 µM] | i | 26 | -4.5% | -45% | / | / | -78% | 0.3 | 40 | -6%
CCN(CC(=O)NC(C)C)C(=O)[C@@H](NC(=O)c1ccco1)C(C)C | -0.4% | -4% | i | 44 | -5.6% | -31% | i | 2.6 | -5% | -1.5 | 49 | 7%
COc1ccc([N+](=O)[O-])cc1NC(=O)Cc1c(Cl)cccc1Cl | 0.2% | 15% | i | 32 | 1.7% | -6% | i | 0.3 | -12% | -0.8 | 73 | -1%
Cc1ccccc1C(=O)NC(C)C1CC2CCC1C2 (configuration not stated) | -0.1% | 7% | i | 57 | 0.0% | -5% | i | 0.7 | 16% | 1.0 | 34 | -2%
Nc1ccc(S(=O)(=O)NC2(C(F)(F)F)NC(=O)N(c3ccccc3Cl)C2=O)cc1 (configuration not stated) | -0.3% | -7% | i | 34 | 3.8% | -23% | i | 0.5 | 9% | 0.1 | 53 | 2%
Cc1cc(C(=O)N/N=C/c2sc(N3CCOCC3)nc2-c2ccccc2)c(C)o1 | -0.6% | 4% | i | 31 | -4.6% | -47% | i | 0.0 | -13% | 2.1 | 46 | 2%
CN(C(=O)CN1CCC(NC(=O)c2ccccc2Br)CC1)C1CCCCC1 | -0.2% | 6% | i | 49 | -4.4% | -22% | i | 3.1 | -3% | -1.2 | 50 | -13%
O=C(Nc1ccccc1C(=O)NCc1ccc(Cl)cc1)c1ccco1 | 0.7% | -2% | i | 7 | 13% | -13% | i | 0.2 | -14% | 0.5 | 39 | 0%
COc1ccc(Cl)cc1NC(=O)CC(=O)Nc1cc(Cl)ccc1OC | -0.1% | -38% | i | 34 | 4.6% | -13% | i | 2.1 | 1% | -1.3 | 55 | 1%
O=C(O)CC(CC(=O)Nc1ccc(N2CCOCC2)cc1)c1ccccc1 (configuration not stated) | -0.2% | 6% | i | 27 | -3.6% | 2% | i | 0.6 | 13% | 1.6 | 38 | 1%
O=Nc1c(O)[nH]c2c(F)cccc12 | 0.0% | -51% | i | 41 | 1.8% | -29% | i | 0.1 | 1% | 1.3 | 48 | 9%
CCOC(=O)C(NC(=O)c1ccccc1OCC)(Nc1ncccn1)C(F)(F)F (configuration not stated) | -0.3% | -16% | i | 52 | -2.8% | 7% | i | 0.9 | 2% | 1.1 | 48 | -1%
CCOC(=O)C(CC)n1cnc2sc3c(c2c1=O)CCC3 (configuration not stated) | -2.3% | -6% | i | 20 | 2.7% | 5% | i | 1.3 | 10% | -0.8 | 45 | 14%
CCOC(=O)Cc1[nH]nc2c1C(c1cccc(OC)c1OC)C(C#N)=C(N)O2 (configuration not stated) | 0.2% | -13% | i | 28 | -4.6% | 3% | i | 0.0 | 4% | 1.9 | 39 | -1%
Cc1ccc(Oc2ccc(S(=O)(=O)N3CCOCC3)cc2C(N)=O)cc1C | -0.1% | 9% | i | 15 | 1.0% | -19% | i | 1.8 | 0% | -0.5 | 49 | 8%
CC1Cc2ccccc2N1C(=O)Cn1cc([N+](=O)[O-])cn1 (configuration not stated) | -0.1% | 5% | i | 40 | 0.5% | 15% | i | 1.0 | -5% | -0.3 | 60 | 17%
O=C(c1cccs1)N1CCN(c2ccc(F)cc2)CC1 | -0.2% | -17% | i | 46 | -2.4% | -10% | i | 0.5 | 12% | -0.9 | 41 | -3%
O=C(Nc1ccccc1C(=O)NC(Cc1c[nH]c2ccccc12)C(=O)O)c1ccccc1 (configuration not stated) | -0.1% | -28% | i | 55 | / | -4% | i | 0.4 | 21% | 0.3 | 63 | -5%
COc1cc([N+](=O)[O-])ccc1NC(=O)NNC(=O)CCc1ccccc1 | -0.1% | -17% | i | 9 | 1.4% | -15% | i | 0.3 | -3% | -0.3 | 59 | 14%
Cc1ccc(SCc2[nH]nc3c2C2(C(=O)N(C)c4ccccc42)C(C#N)=C(N)O3)cc1 (configuration not stated) | -0.2% | 22% | i | 59 | 3.6% | -15% | i | 1.3 | -1% | 2.6 | 65 | -14%
Cn1c(C2CC(=O)N(Cc3ccccc3)C2)nc2ccccc21 (configuration not stated) | -0.3% | 11% | i | 42 | -6.7% | 1% | i | 1.1 | -4% | 0.3 | 89 | 9%
Cn1c2ccccc2c2nnc(SCCN3CCOCC3)nc21 | 0.5% | 16% | / | / | -1.1% | -7% | i | 0.3 | -9% | -0.2 | 88 | 2%
O=C(CCOc1ccccc1)Nc1ccnn1C1CCN(Cc2ccc(CO)o2)CC1 | -0.1% | -27% | i | 14 | 9.3% | 21% | i | 0.5 | 7% | 0.0 | 57 | 0%
CCOC(=O)c1oc2nc(C(C)C)c3c(c2c1N)CC(C)(C)OC3 | -0.1% | -20% | / | / | 6.4% | -28% | i | 0.7 | 10% | -2.3 | 93 | 0%
Cc1ccc2c(CN3CCOCC3)cc(=O)oc2c1C | 0.3% | 21% | i | 7 | 24% | -6% | i | 0.5 | 2% | 1.1 | 87 | 0%
COc1ccccc1N1CCN(S(=O)(=O)c2ccc(F)cc2)CC1 | 0.2% | 12% | i | 16 | -3.3% | 4% | i | 5.0 | 6% | 0.9 | 70 | 8%
O=C(N/N=C/c1ccccc1)c1sccc1OCc1ccc(F)cc1 | 0.7% | -43% | i | 43 | 0.6% | -56% | i | 1.7 | -67% | 5.2 | 36 | 23%
CC(C)C(NS(=O)(=O)c1ccc2c(c1)Cc1cc(S(=O)(=O)NC(C(=O)O)C(C)C)ccc1-2)C(=O)O (configuration not stated) | 0.4% | -14% | i | 60 | 0.9% | -20% | / | / | 8% | -0.4 | 74 | 2%
CCCC(C(=O)NC(C)(C)C)N(C(=O)c1snc(C(N)=O)c1N)c1ccc2c(c1)OCCO2 (configuration not stated) | -0.5% | 15% | i | 50 | 3.2% | -35% | / | / | 8% | 1.6 | 42 | 17%
O=C(Nc1ccccc1Cl)NC1(C(=O)N2CCCC2)CCCCC1 | -0.4% | -8% | i | 26 | -0.2% | -56% | i | 0.8 | -5% | 2.0 | 43 | 1%
COC(=O)c1ccccc1NC(=O)CN(Cc1ccc(Cl)cc1)S(C)(=O)=O | -0.1% | -3% | i | 39 | -3.8% | -13% | i | 4.7 | -41% | 3.3 | 77 | 4%
CC(=O)Cc1nsc(NC(=O)c2ccc(-c3cccc(Cl)c3)o2)n1 | -0.9% | -42% | i | 16 | 3.4% | -15% | i | 0.6 | -36% | 0.1 | 53 | 9%
O=c1[nH]c(CSc2nnnn2-c2ccc(Cl)cc2)nc2ccccc12 | 1.5% | 0% | i | 49 | -3.3% | -27% | i | 0.3 | 11% | 0.0 | 46 | -12%
Cc1ccc(N2C(=O)N(CC(=O)c3cc(C)ccc3C)C(=O)C2C)cc1 (configuration not stated) | 0.2% | 2% | i | 5 | -4.0% | -27% | i | 1.7 | 15% | -1.1 | 110 | 15%
